Scp1 inh: blocks human Scp-1 phosphatase activity. inhibition, % at 20 µM. 340,000 tested, 0.88% active. Q9GZU7. Recombinant Scp1, phosphopeptide, malachite green phosphate absorbance. AID 493091;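 active = inhibition above about 50% at 20 µM, limit read from the data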;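 note: plate controls were DMSO wells with enzyme for no effect and wells lacking enzyme for full effect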
Target sequence (Q9GZU7 76-261 limits assumed): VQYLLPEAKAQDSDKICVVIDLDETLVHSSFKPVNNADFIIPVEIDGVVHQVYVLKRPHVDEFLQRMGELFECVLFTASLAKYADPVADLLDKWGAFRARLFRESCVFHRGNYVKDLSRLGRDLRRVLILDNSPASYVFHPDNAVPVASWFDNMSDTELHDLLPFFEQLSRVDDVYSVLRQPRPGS
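assay system = SCP-1 phosphatase catalytic domain, residues 76-261 | buffer or medium = 50 mM Tris acetate pH 5.5, 0.005% Tween-20, 10 mM MgCl2 | incubation = enzyme reaction 45 min at room temperature, colour 5 min, stabilisation 30 min | signal = Phosphate-binding colour reagent, absorbance read at 630 nm | measure = % inhibition at 20 µM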
LMPTP inh: LMPTP (human) inhibition; recombinant LMPTP-A, OMFP fluorogenic substrate, fluorescence intensity; inhibition, % at 20 µM; 360,000 tested, 0.22% active; AID 651560;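 active = compounds that cut the enzyme signal by at least half of the control window in the single-dose screen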;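 note: plate controls were DMSO wells with enzyme plus substrate for no effect and substrate without enzyme for full effect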
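Assay system: LMPTP-A phosphatase enzyme | Input: 0.625 nM enzyme | Also added: Fluorogenic phosphatase substrate OMFP at 400 µM final | Compound dosing: One test concentration per compound, 20 µM, with 3% DMSO overall | Schedule: 50 min enzyme reaction at room temperature, protected from light | Signal: Fluorescence intensity | Benchmarks: no-enzyme and uninhibited controls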
STEP block: inhibitors of human striatal-enriched phosphatase STEP. P54829. recombinant STEP, OMFP fluorogenic substrate, fluorescence. inhibition, % at 20 µM. 360,000 tested, 0.25% active;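 active = inhibition at 20 µM, scaled per plate between control wells, above about 37%, limit read from the data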;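 note: 0% = DMSO with enzyme and substrate and 100% = substrate only without enzyme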
Target sequence (P54829 whole entry, looked up): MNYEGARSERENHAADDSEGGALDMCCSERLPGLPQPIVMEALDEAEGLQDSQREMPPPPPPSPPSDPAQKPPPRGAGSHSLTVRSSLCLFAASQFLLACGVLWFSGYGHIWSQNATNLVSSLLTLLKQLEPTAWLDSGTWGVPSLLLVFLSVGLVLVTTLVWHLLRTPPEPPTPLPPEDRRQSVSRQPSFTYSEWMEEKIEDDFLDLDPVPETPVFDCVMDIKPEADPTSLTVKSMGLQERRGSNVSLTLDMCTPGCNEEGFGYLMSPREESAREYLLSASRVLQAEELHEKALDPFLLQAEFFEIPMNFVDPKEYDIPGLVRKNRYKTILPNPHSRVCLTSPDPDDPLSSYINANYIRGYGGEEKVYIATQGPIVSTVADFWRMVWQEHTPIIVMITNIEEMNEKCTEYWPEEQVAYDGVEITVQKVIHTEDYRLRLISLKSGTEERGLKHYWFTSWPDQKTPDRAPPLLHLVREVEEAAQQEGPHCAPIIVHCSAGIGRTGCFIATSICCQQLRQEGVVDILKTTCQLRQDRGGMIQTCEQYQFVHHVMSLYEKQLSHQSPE
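Assay system: isolated STEP enzyme / Timing: 20 min at room temperature, dark / Doses: 20 µM, 1% DMSO / Technique: fluorescence intensity, excitation 480 nm, emission 540 nm / Reagent: fluorogenic phosphatase substrate OMFP at 25 µM final / Measure: percent inhibition scaled to no-enzyme and uninhibited-enzyme controls, plate-pattern corrected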
SUMO1-SIM PPI: modulators of human SUMO1-mediated protein-protein interactions | P63165 | SUMO1 binding to a labelled peptide, TR-FRET, 1 h | inhibition, % at 20 µM | 360,000 tested, 0.33% active; in the data active = inhibition above about 37%
Rpn11 block: inhibitors of human proteasome Rpn11 | human 26S proteasome, Ub4-pepOG fluorescence polarization; 20S core pre-blocked with epoxomicin | AID 588493 | calls only at 20 µM | O00487 | 360,000 tested, 0.59% active;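 active = inhibition at 20 µM, scaled to each plate's controls, above about 33%, limit read from the data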
Target sequence (O00487 whole entry, looked up): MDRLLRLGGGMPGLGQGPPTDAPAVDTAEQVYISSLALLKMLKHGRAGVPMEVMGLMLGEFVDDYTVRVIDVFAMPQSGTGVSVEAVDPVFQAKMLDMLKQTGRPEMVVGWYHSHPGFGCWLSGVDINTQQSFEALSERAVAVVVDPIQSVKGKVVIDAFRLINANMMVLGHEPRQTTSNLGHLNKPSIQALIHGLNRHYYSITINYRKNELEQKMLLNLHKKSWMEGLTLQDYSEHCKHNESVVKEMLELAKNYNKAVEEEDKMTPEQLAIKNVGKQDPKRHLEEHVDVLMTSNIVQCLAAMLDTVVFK
MLLE-PAM2 inh: inhibitors of microRNA-mediated deadenylation, human PABP1 MLLE binding; P11940; GST-MLLE / FITC-PAM2 fluorescence polarization; inhibition, % at 20 µM; 360,000 tested, 0.36% active; AID 588489; in the data active = inhibition above about 35%, passing the limit was not always enough;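 note: plate controls were DMSO wells with GST-MLLE for no effect and wells lacking GST-MLLE protein for full effect; some results filed as inactive read as strong as hits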
DNMT1 block: inhibitors of human DNMT1. P26358. DNMT1 molecular beacon, Hinp1I cleavage, fluorescence. inhibition (reported as % activation of signal), % at 10 µM. 360,000 tested, 0.83% active; in the data active = inhibition above about 50%
NadD inh: NadD (S. aureus) enzyme inhibition; purified NadD enzyme, colorimetric absorbance read-out; inhibition, % at 20 µM; 360,000 tested, 0.78% active; AID 602399; in the data active = inhibition above about 26%; note: some compounds past the cut are filed as inactive
CSN deneddyl inh: CSN deneddylation inhibition. Purified CSN, SCF-Nedd8-OG deneddylation, fluorescence polarization. Q92905. 360,000 tested, 0.38% active. inhibition, % at 12.5 µM;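 active = pattern-corrected inhibition above about 35%, with an unprinted fluorescence ratio check between 0.5 and 1.5, limit read from the data, passing the limit was not always enough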;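 note: 0% = enzyme with substrate and 100% = substrate without enzyme; some results filed as inactive read as strong as hits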
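test system = HEK293T-derived human Csn5 enzyme | amount = 0.24 nM Csn5 enzyme, final concentration | medium = Tris/NaCl/DTT buffer, pH 7.5 | schedule = 90 min reaction at room temperature | signal = FP | evaluation = inhibition of Csn5 cleavage, % | compound dosing = single dose of 12.5 µM compound with 0.25% DMSO | probe or stimulus = 10 nM SCFSkp2-Nedd8OG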
TbMetRS inhib: blocks T. brucei methionyl-tRNA synthetase activity. 360,000 tested, 0.4% active. inhibition, % at 11.9 µM. purified T. brucei MetRS, ATP depletion, Kinase-Glo luminescence. AID 624268;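 active = inhibition above a per-plate cutoff of the control wells' mean inhibition plus 3 SD, cut at about 5.5% in these data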;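 note: 0% = DMSO wells median and 100% = median of wells with control inhibitor compound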
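System: purified T. brucei MetRS enzyme / Detection: Kinase-Glo luciferase luminescence reporting remaining unconsumed ATP / Medium: HEPES buffer with MgCl2, KCl, DTT, spermine, BSA, pyrophosphatase / Replication: singlicate, one well per compound / Evaluation: percent inhibition relative to median high and low control wells / Schedule: 2 h aminoacylation at 25 °C after 15 min preincubation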
* marks the source's active call; other numbers are inactive results; i = inactive; · = not tested or not shown.

SMILES | Scp1 inh | LMPTP inh | STEP block | SUMO1-SIM PPI | Rpn11 block | MLLE-PAM2 inh | DNMT1 block | NadD inh | CSN deneddyl inh | TbMetRS inhib
O=C(O)Cn1nnc2ccccc21 | -7 | 0.1 | -2 | 6 | i | 8 | -1 | -1 | -1 | 0.0
CSCC(=O)NC1CCCc2c1cnn2-c1ccc(C)c(C)c1 (stereo not given) | -2 | -0.2 | -2 | 2 | i | -3 | 2 | -5 | 1 | -1.7
CC(=O)Nc1cnc(NC(=O)c2cccc(F)c2)cc1C | -1 | 0.2 | 2 | -1 | i | -5 | 1 | -4 | 0 | -0.7
COc1cccc(CCNC(=O)c2ccc(OC)c(OC3CCN(C(C)C)CC3)c2)c1 | -5 | -0.7 | 2 | -2 | i | 2 | 3 | -5 | -2 | 0.2
O=C(COC(=O)c1cccc(F)c1)Nc1cccc(S(=O)(=O)N2CCCCC2)c1 | · | 1.7 | 0 | 5 | i | -2 | -6 | -2 | -1 | -0.3
O=c1cc(-c2ccccc2)oc2cc(O)cc(O)c12 | -1 | 2.8 | -2 | -2 | i | -3 | 0 | -1 | 9 | -0.3
CCn1c(CC(=O)Nc2ccccc2F)nnc1SCC(=O)Nc1nncs1 | -7 | -1.2 | -1 | -5 | i | -1 | 1 | 1 | -1 | -0.6
COc1cccc(C(=O)CSc2nnc(CNc3nc(-c4ccccc4)cs3)n2C)c1 | 2 | 1.2 | -2 | -4 | i | 14 | -11 | 5 | 2 | -0.5
CCc1nn(CC(=O)NC(C)CCc2ccccc2)c(=O)c2cc3cc(F)ccc3n12 (stereo not given) | -2 | 0.6 | 3 | 4 | i | -5 | 53* | 14 | 0 | 0.1
CCCCCCCCS(=O)c1sc2nc3c(cc2c1N)CCCC3 (stereo not given) | -4 | 1.8 | 1 | -8 | i | 4 | 1 | 1 | 2 | -0.5
Cc1ccc(C(=O)OC(C)C(=O)N(C)C2CCCCC2)cc1S(=O)(=O)N1CCCCC1 (stereo not given) | -12 | 1.0 | -2 | 13 | i | 7 | 1 | 1 | -4 | 0.1
CC(C)(C)C1CCC(=NNC(=O)c2ccc(Br)o2)CC1 (stereo not given) | -13 | -1.9 | 0 | 11 | i | 2 | -1 | -3 | -1 | 0.0
COc1ccc(CC(=O)NCCc2ccc3c(c2)OCO3)cc1OC | · | -0.7 | -2 | 3 | i | 6 | -6 | -4 | 2 | -0.2
O=C(Nc1cccc(F)c1)c1ccc(Br)o1 | 1 | 0.2 | 2 | 4 | i | -1 | 4 | -4 | 0 | 0.0
COc1ccc(OC)c2c1CCC1(C2)NC(=O)NC1=O (stereo not given) | · | -1.6 | 0 | -1 | i | 7 | 0 | 2 | -1 | -1.0
Cc1cc(SCc2cccc(Cl)c2)nc(=O)[nH]1 | 3 | 0.3 | -2 | 2 | i | -9 | 1 | -2 | 1 | 0.2
Cc1cc([N+](=O)[O-])ccc1NC(=O)CSc1nccc(=O)[nH]1 | -5 | -1.4 | 2 | -10 | i | 10 | 2 | 4 | -5 | -0.3
O=C(c1ccccc1NS(=O)(=O)c1ccc2c(c1)OCCO2)N1CCOCC1 | -3 | -0.7 | 1 | 0 | i | 3 | -1 | 7 | 4 | -0.4
COc1ccc2c(c1)OC[C@H]1[C@@H]2N2C(=O)CNC(=O)[C@@]2(C)[C@H]1c1ccccc1 | -6 | 0.5 | -2 | 3 | i | -5 | 4 | -1 | 5 | -0.2
O=Cc1ccc(C(=O)OCC(=O)N2CCCC2)cc1 | -4 | 0.7 | 2 | -4 | i | 11 | 2 | -2 | 3 | -0.3
COc1ccc(C(=O)Nn2c(SCC(=O)c3ccc(Cl)cc3)nc3ccccc3c2=O)cc1 | -14 | 3.4 | 6 | 18 | i | 15 | -6 | 29 | 0 | -0.5
CC(Oc1ccc(Cl)cc1)c1ccn[nH]1 (stereo not given) | 3 | 0.4 | -2 | -3 | i | 7 | 3 | 2 | 3 | -0.7
CCN(CC)c1ccc(NC(=O)c2c(OC)cccc2OC)c(C)c1 | -6 | -1.1 | 0 | -1 | i | -8 | 6 | 6 | 4 | -0.1
CC1(C)Cc2cccc(C(=O)NCc3ccco3)c2O1 | -4 | -0.3 | -1 | 7 | i | -1 | 1 | -7 | 3 | -0.7
CCn1cc(S(=O)(=O)c2ccc(C)cc2)c(=O)c2cc(OC)ccc21 | -4 | -2.1 | 0 | 1 | i | 4 | 1 | -12 | -3 | 0.7
COc1cccc(C2CC(c3c(F)cccc3Cl)n3nc(N)nc3N2)c1 (stereo not given) | -2 | 0.3 | 4 | 4 | i | 1 | 4 | 0 | 3 | -0.2
Nc1ccc(S(=O)(=O)NCC2CCCCO2)cc1 (stereo not given) | -10 | 0.4 | -3 | -3 | i | -7 | 1 | -5 | 3 | -0.4
O=C(CNC(=O)c1ccc(Cl)cc1Cl)OC1CCCCC1=O (stereo not given) | -3 | -1.3 | -4 | 1 | i | 3 | 2 | -3 | -1 | 0.4
O=C(CCCc1ccccc1)Nc1cccc2c1CCCC2 | -16 | 0.1 | 3 | 3 | i | -1 | 2 | -5 | 0 | -0.6
CC(=O)Nc1cccc(NC(=O)CSc2ncc(C(=O)Nc3ccccc3)c(=O)n2C)c1 | -5 | -1.1 | -1 | -1 | i | 42* | 2 | -1 | -4 | 0.0
O=S(=O)(N[C@@H]1CC[C@H](CCNS(=O)(=O)c2ccccc2Cl)O[C@@H]1CO)c1ccccc1 | · | -1.5 | · | -2 | · | · | · | · | 0 | -0.6
Cc1ccc2nc(CSc3nc(C)ccc3C#N)[nH]c2c1 | -8 | 1.7 | -1 | -11 | i | 21 | -4 | 2 | -1 | -0.7
Cc1ccc(C(=O)Nc2cccc(C(=O)NC3CCCC3)c2)cc1 | -8 | -1.4 | -2 | -5 | i | -10 | 0 | -1 | 4 | -0.3
Cn1c(=O)cc(OCC(=O)NCCCN2CCN(Cc3ccccc3)CC2)c2ccccc21 | -10 | -0.6 | 0 | 3 | i | -14 | -3 | 1 | -3 | -1.4
CCN(c1ccc(OCC(=O)OCC(=O)Nc2ccc(F)c(F)c2F)cc1)S(=O)(=O)c1ccccc1 | -4 | 0.1 | 2 | 2 | i | -11 | 6 | -7 | -1 | -0.1
COc1ccc(-c2nc(CS(=O)CC(=O)NCc3cccnc3)c(C)o2)cc1OC (stereo not given) | -5 | -0.6 | 0 | 0 | i | 23 | -4 | 3 | -5 | 0.4
COc1ccc(C)c2sc(=NC(=O)C(C)C)n(C)c12 | -15 | 0.6 | 3 | -10 | i | -5 | 20 | 1 | 1 | -0.5
CC(=O)Nc1ccc(NC(=O)C(C)n2nc(C)c([N+](=O)[O-])c2C)cc1 (stereo not given) | -9 | -2.1 | -2 | -4 | i | -2 | 36 | 0 | -2 | -0.2
Cc1cccc(N2CCN(C(=O)CSCc3c(C)noc3C)CC2)c1C | 0 | -0.2 | 0 | -2 | i | 23 | -6 | 4 | 1 | 0.1
CCCCNC(=O)c1nc(C2CCN(S(=O)(=O)c3c(OC)cccc3OC)CC2)oc1-c1ccccc1 | · | 7.9 | · | 3 | · | · | · | · | -2 | -0.7

Copied from the results shown (two entries):
SMILES | Scp1 inh | LMPTP inh | STEP block | SUMO1-SIM PPI | Rpn11 block | MLLE-PAM2 inh | DNMT1 block | NadD inh | CSN deneddyl inh | TbMetRS inhib
Cc1cccc(N2CCN(C(=O)CSCc3c(C)noc3C)CC2)c1C | 0 | -0.2 | 0 | -2 | i | 23 | -6 | 4 | 1 | 0.1
CCCCNC(=O)c1nc(C2CCN(S(=O)(=O)c3c(OC)cccc3OC)CC2)oc1-c1ccccc1 | · | 7.9 | · | 3 | · | · | · | · | -2 | -0.7

Compound profiles, as listed above.
Shown for `Cc1ccc(C(=O)Nc2cccc(C(=O)NC3CCCC3)c2)cc1` = Scp1 inh = -8; LMPTP inh = -1.4; STEP block = -2; SUMO1-SIM PPI = -5; Rpn11 block = i; MLLE-PAM2 inh = -10; DNMT1 block = 0; NadD inh = -1; CSN deneddyl inh = 4; TbMetRS inhib = -0.3
Shown for `O=C(CNC(=O)c1ccc(Cl)cc1Cl)OC1CCCCC1=O` (stereo not given) = Scp1 inh = -3; LMPTP inh = -1.3; STEP block = -4; SUMO1-SIM PPI = 1; Rpn11 block = i; MLLE-PAM2 inh = 3; DNMT1 block = 2; NadD inh = -3; CSN deneddyl inh = -1; TbMetRS inhib = 0.4

Additional results
SMILES | Scp1 inh | LMPTP inh | STEP block | SUMO1-SIM PPI | Rpn11 block | MLLE-PAM2 inh | DNMT1 block | NadD inh | CSN deneddyl inh | TbMetRS inhib
COc1cccc(-n2cnnc2SC(C)C(=O)NC2CCCC2)c1 (stereo not given) | -7 | -1.4 | 1 | 0 | i | 8 | 1 | 2 | 0 | -0.3
Cc1ccc(NS(=O)(=O)c2ccc3c(c2)CCN3C(=O)CCC(=O)O)cc1Cl | 39 | -0.7 | 1 | 10 | i | 3 | 3 | 2 | -3 | 0.2
Cc1ccc(C)c(NC(=O)Cn2cnc3c(oc4ccccc43)c2=O)c1 | 32 | 4.3 | 14 | 2 | i | -3 | 11 | 2 | 9 | -0.7
COc1ccc2c(c1)N(C)/C(=C1/SC(=S)N(NC(C)=O)C1=O)S2 | 0 | -3.2 | 0 | 2 | i | 11 | 1 | 1 | -1 | -0.4
COc1ccc(N=C2NC(=O)CS2)c([N+](=O)[O-])c1 | -1 | -0.3 | 0 | -9 | i | 0 | -1 | 1 | 7 | -0.2
COc1cccc(NC(=S)N(Cc2ccc(Cl)cc2)Cc2ccc(C(=O)O)cc2)c1 | -1 | -0.6 | 2 | 1 | i | -74 | -4 | -1 | -2 | 0.1

Bioassay records: PubChem, several laboratories
